Assay outcomes deposited in PubChem BioAssay by several laboratories.
aSyn 5UTR inh – 5' untranslated region of α-synuclein, MLPCN primary screen | alpha-synuclein 5'UTR reporter, inhibitor activity | inhibition, % (tested at 7.5 µM) | 300,000 compounds, 0.82% hits | AID 1813; in the data active means inhibition above about 60%;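 further: H4 neuroglioblastoma cells stably carrying SNCA 5'UTR luciferase fusion; 0% = DMSO wells and 100% = positive control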
TRPC6 act – activators of mouse TRPC6 channel; Q61143; HEK293-TRPC6 membrane potential dye fluorescence; active compounds read high; B-score at 10 µM; 310,000 compounds, 0.13% hits; AID 2550;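 active means B-score of the integrated fluorescence ratio above library mean plus 3 SD, and starting fluorescence ratio within library mean plus 5 SD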;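 further: higher score means more depolarization so channel activation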
TRPC4 inh – inhibitors of mouse TRPC4 channel. 300,000 compounds, 0.39% hits. B-score at 10 µM. AID 2247. HEK293 TRPC4beta/mu-opioid, DAMGO-evoked Fluo4 calcium flux; active compounds read low. Q9QUQ5;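 active means B-score over 3 SD under the library average, no early fluorescence shift, positive overall ratio signal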
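Assay system: HEK293 cells with stable TRPC4beta plus mu-opioid receptor expression. Dosing: single dose. Measured by: Fluo4 Ca2+ flux fluorescence. Also added: DAMGO in two steps, submaximal then maximal. Read-out: B score from integrated Fluo4 fluorescence ratio.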
TRPC4 PAM – allosteric potentiators of mouse TRPC4 channel; 310,000 compounds, 0.42% hits; Q9QUQ5; HEK293 TRPC4beta/mu-opioid, DAMGO EC20, Fluo-4 Ca2+ flux; active compounds read high; B-score at 10 µM;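 active means B-score of calcium response area above 5 SD of library B-scores, with initial fluorescence ratio within 5 SD of library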;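 further: B-score of integrated fluorescence ratio over time as area under calcium response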
KLF5 inhibitor – inhibitors of KLF5 expression; DLD-1 KLF5 promoter-luciferase reporter, luminescence; inhibition, % at 5 µM; 290,000 compounds, 0.23% hits;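 active means inhibition above a per-plate limit of that plate's mean compound inhibition plus 3 SD, cut at about 60% in these data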;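 further: 0% = DMSO wells and 100% = LY294002 at 200 µM; higher means less KLF5 promoter-driven luciferase light; inactives centre near -14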
SKKanGAS inh – SKKanGAS growth inhibition; S. pyogenes SKKanGAS, kanamycin growth, BacTiter-Glo, 6 h; inhibition, % at 7.5 µM; 300,000 compounds, 1.3% hits; AID 1662;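 active means mean replicate score, as percent of positive control median, at least 50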;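 further: strain carries kanamycin resistance gene driven by streptokinase promoter and grows in 40 µg/ml kanamycin; loss of luminescence reflects streptokinase promoter inhibition or plain growth inhibition; 0% = median of DMSO wells and 100% = positive control at its reference dose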
TRPC6 inh – mouse TRPC6 channel inhibition; 310,000 compounds, 1.1% hits; Q61143; AID 2553; B-score at 10 µM; HEK293-TRPC6, membrane potential dye, ACh-evoked depolarization; active compounds read low;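 active means B-score under library mean minus 3 SD, initial fluorescence not abnormally high, positive integrated signal ratio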;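 further: B-score derived from integrated fluorescence ratio over the kinetic read; more negative B-score means stronger inhibition of depolarization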
IEC-6 cytotox – kills IEC-6 intestinal cells in KLF5 counter-screen; IEC-6 cytotoxicity, luminescence viability; inhibition, % at 5 µM; 290,000 compounds, 0.78% hits; AID 1825; in the data active means inhibition above about 22%;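 further: 0% = plate median of test compound wells and 100% = cytotoxic reference compound wells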
TRPC4 act – opens the mouse TRPC4 cation channel; Q9QUQ5; HEK293 TRPC4beta/mu-opioid, Fluo4 calcium fluorescence; active compounds read high; B-score at 10 µM; 310,000 compounds, 0.49% hits;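 active means B-score above 5 SD of library B-scores, and initial fluorescence ratio not above library mean plus 5 SD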;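 further: positive B-score marks a calcium rise read as TRPC4 activation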
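Assay system: HEK293 stable line with TRPC4beta plus mu-opioid receptor. Times: dye 45 min RT, read 110 s. Measured by: kinetic Fluo4 calcium fluorescence. Measure: B score of integrated ratio. Controls: assay buffer as low control, maximal DAMGO as high control.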
HIF activator – HIF pathway transcriptional activation; 300,000 compounds, 0.32% hits; activation, % at 7.5 µM (by protocol); U2OS HRE-luciferase reporter, luminescence; normalized: DMSO 0%, desferrioxamine 100%; AID 1910;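 active means mean activation of at least 10% of the iron chelator positive control signal, with at least half of replicates also reaching 10%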
MrgX1 antagonist – blocks BAM8-22 activation of human MrgX1 receptor; MRGX1-HEK293 calcium flux, Fluo-4, BAM8-22 antagonism; active compounds read low; Q96LB2; 310,000 compounds, 1.3% hits; B-score at 10 µM;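 active means calcium-response B-score plate-corrected more than 3 library SD below zero, starting fluorescence within 5 deviations, no agonist response on first addition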;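 further: peak minus trough fluorescence over baseline after final BAM8-22 challenge near maximal dose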
Target sequence (Q96LB2 whole entry, looked up): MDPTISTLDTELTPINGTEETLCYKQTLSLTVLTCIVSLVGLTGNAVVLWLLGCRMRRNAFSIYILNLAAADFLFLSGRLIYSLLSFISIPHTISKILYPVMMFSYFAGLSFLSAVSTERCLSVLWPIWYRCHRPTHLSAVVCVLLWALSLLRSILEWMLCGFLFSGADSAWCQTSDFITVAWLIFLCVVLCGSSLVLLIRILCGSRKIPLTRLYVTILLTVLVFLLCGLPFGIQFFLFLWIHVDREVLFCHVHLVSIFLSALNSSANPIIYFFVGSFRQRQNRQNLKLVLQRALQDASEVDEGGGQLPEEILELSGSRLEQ
Numbers without * were called inactive; i = inactive; . = no result given.

item	canonical_smiles	aSyn 5UTR inh	TRPC6 act	TRPC4 inh	TRPC4 PAM	KLF5 inhibitor	SKKanGAS inh	TRPC6 inh	IEC-6 cytotox	TRPC4 act	HIF activator	MrgX1 antagonist
1	O=C(COC(=O)C1CCN(S(=O)(=O)c2ccc3c(c2)OCCO3)CC1)NC1CCS(=O)(=O)C1 (stereo not drawn)	12	i	i	i	.	-6	i	.	i	-0.1	i
2	O=C(NC(=S)NC1CCS(=O)(=O)C1)c1cccc([N+](=O)[O-])c1 (stereo not drawn)	-4	i	i	i	-28	7	i	0	i	0.2	i
3	Cc1ccn2c(NCc3ccccc3)c(-c3cccs3)nc2c1	-100	i	i	i	-43	0	i	6	i	2.7	i
4	CCCn1c2ccccc2c2nnc(SCC(=O)Nc3ncccn3)nc21	25	i	i	i	-33	10	i	3	i	-0.4	i
5	O=C(c1ccccn1)N1CCCC(N2CCN(c3cccc(C(F)(F)F)c3)CC2)C1 (stereo not drawn)	-17	i	i	i	-19	7	i	-1	i	0.5	i
6	CC(C)(C)c1ccc(OCC(=O)NC2CCS(=O)(=O)C2)cc1 (stereo not drawn)	-6	i	i	i	3	1	i	0	i	-0.2	i
7	Nc1nnn(CC(=O)N/N=C/c2ccc(Cl)cc2Cl)n1	-16	i	i	i	-15	-1	i	-1	i	0.4	i
8	COc1ccc(-c2nn(-c3ccccc3)cc2/C=C/C(=O)OCC(=O)Nc2cccc(C#N)c2)cc1	10	i	i	i	1	6	i	-1	i	0.2	i
9	CNC(=O)c1c(NC(=O)c2ccc(N3C(=O)CCC3=O)cc2)sc2c1CCCC2	-6	i	i	i	-37	7	i	6	i	-0.4	i
10	COc1cccc(NC(=O)C2C3CC4OC(=O)C2C4C3)c1 (stereo not drawn)	-5	i	i	i	-20	3	i	2	i	-0.1	i
11	CCOc1ccc(NC(=O)Cn2nnc(-c3ccccc3NC(=O)C3CC3)n2)cc1	30	i	i	i	8	-1	i	1	i	0.7	i
12	COc1ccc(-c2nc3c4ccccc4[nH]c(=O)n3n2)cc1	-82	i	i	i	-110	8	i	4	i	2.2	i
13	O=C(CCN1CCN(CCO)CC1)Nc1ccc(OCc2ccccc2)cc1	-2	i	i	i	-30	0	i	13	i	0.0	i
14	Cc1cc(C)n2nc(SCC(=O)N(C)c3ccccc3)nc2n1	4	i	i	i	-21	-2	i	2	i	0.1	i
15	Cc1cc(Cl)ccc1NC(=O)CCC(=O)N/N=C/c1cc([N+](=O)[O-])ccc1O	8	i	i	i	2	7	i	-2	i	0.1	i
16	C/C(=N/NC(=O)c1ccc(Br)o1)c1ccncc1	3	i	i	i	-32	-2	i	1	i	-0.3	i
17	N#CCCNS(=O)(=O)c1ccc(C(=O)OCC2CCCCC2)cc1	5	i	i	i	-8	3	i	-3	i	-0.1	i
18	O=C(CSc1nc2[nH]ncc2c(=O)[nH]1)Nc1ccc(OC(F)(F)F)cc1	-23	i	i	i	.	19	i	.	i	-27	i
19	COC1=CC(=O)C(O)=C(CCCCCCC/C=C/CCCCCCCC2=C(O)C(=O)C=C(OC)C2=O)C1=O	-18	i	i	i	.	24	i	.	i	-0.2	i
20	Cn1ccsc1=NC(=O)c1ccc(S(C)(=O)=O)cc1	-62	i	i	i	-42	2	i	-4	i	0.7	i
21	CCC[N+](CC#Cc1ccccc1)(CCC)CC(=O)OCC	18	i	i	i	-2	-5	i	-3	i	0.1	i
22	O=C(COC(=O)c1cncc(Br)c1)NCc1ccc2c(c1)OCO2	1	i	i	i	-2	-2	i	2	i	0.0	i
23	CC(NC(=O)c1ccc(Br)o1)C1CC2CCC1C2 (stereo not drawn)	14	i	i	i	-25	1	i	0	i	0.1	i
24	CC(C)C[C@@H](C(=O)O)N(Cc1cccc(CN([C@@H](CC(C)C)C(=O)O)S(C)(=O)=O)c1)S(C)(=O)=O	12	i	.	i	-16	-3	i	-1	i	0.2	i
25	O=S(=O)(Nc1cccc(Oc2cnccn2)c1)c1ccc(F)cc1	-3	i	i	i	-13	-13	i	2	i	0.1	i
26	O=C(/C=C/c1cccc([N+](=O)[O-])c1)Nc1cccc(NC(=O)c2ccco2)c1	4	i	i	i	-40	-1	i	-5	i	0.0	i
27	Cc1ccc(C2=NS(=O)(=O)N(C)C(C(=O)NCc3ccco3)=C2)cc1	-5	i	i	i	-7	4	i	0	i	0.1	i
28	Cc1ccc(Cn2c(N)nc3ccccc32)cc1	-4	i	i	i	-19	-2	i	0	i	1.6	i
29	COCC(C)NC(=O)/C(=C/c1ccccc1)c1ccccc1 (stereo not drawn)	-13	i	i	i	-26	5	i	0	i	-0.4	i
30	COc1ccc(S(=O)(=O)Nc2ccc(NC(C)=O)cc2)cc1OC	7	i	i	i	-29	3	i	-1	i	0.0	i
31	O=C(N/N=C/c1cccc([N+](=O)[O-])c1)c1ccc(Br)cc1	-59	i	i	i	-30	-1	i	-5	i	0.7	i
32	CC(=O)N1CCN(c2cc(N3CCCC3)c(F)cc2[N+](=O)[O-])CC1	-19	i	i	i	-11	4	i	9	i	0.1	i
33	Cc1ccc(CSc2nnc(-c3ccccn3)n2C)cc1	-93	i	i	i	-86	-18	i	-4	i	1.7	i
34	CN1CCn2c1nc(N1CCOCC1)nc2=O	-37	i	i	i	-16	10	i	-1	i	-0.3	i
35	CCN(CC)c1ccc(NC(=O)c2ccco2)c(C)c1	-14	i	i	i	-63	-1	i	1	i	0.0	i
36	Cc1ccccc1NC1=NC(C)(C)N=C(N)N1	6	i	i	i	-14	-1	i	5	i	0.4	i
37	O=C(O)c1ccc(N/N=C/C=C/c2ccc([N+](=O)[O-])o2)cc1	0	i	i	i	-27	4	i	-19	i	-0.7	-4.6*
38	NC(=O)CN1C(=O)C(=O)N(Cc2ccccc2Cl)C1=O	4	i	i	i	42	2	i	44*	i	-0.3	i
39	c1ccc2c(c1)Cn1c-2nc2ccccc21	-124	i	i	i	-146	1	i	3	i	4.9	i
40	CC(=O)NCCc1nc2cc(NC(=O)c3cccc([N+](=O)[O-])c3)ccc2n1C	-23	i	i	i	-83	1	i	3	i	1.2	i
41	CCOC(=O)C1CCCn2c1nc1sc3c(c1c2=O)CCCC3 (stereo not drawn)	-20	i	i	i	-13	9	i	5	i	-0.3	i
42	Cc1ccc(/C=N\NC(=O)/C(=C\Nc2nccc(C)n2)NC(=O)c2ccccc2)cc1	3	i	i	i	-32	-3	i	-10	i	-1.3	i
43	OC(CNCc1ccccc1Cl)C(F)(F)F (stereo not drawn)	-22	i	i	i	11	-2	i	-8	i	-0.6	i
44	CCCCSCc1nc2ccccn2c1Br	-59	i	i	i	7	2	i	-2	i	1.9	i
45	Cn1c(=O)c2c(SCc3ccccn3)nc(C3CC3)nc2n(C)c1=O	-22	i	i	i	-24	-12	i	-4	i	-0.1	i
46	CC(=O)c1ccc(NC(=O)N2CCN(c3ccc(C)cc3)C(C)C2)cc1 (stereo not drawn)	-17	i	i	i	-14	.	i	0	i	-0.4	i
47	O=C(NC1CCCCC1)C(c1ccccc1)N(C(=O)c1csnn1)C1CC1 (stereo not drawn)	3	i	i	i	-11	-10	i	-7	i	-0.4	i
48	Cc1ccc(-n2[nH]c(C)c(C=Nc3ccc(Br)cn3)c2=O)cc1	-16	i	i	i	-58	-1	i	0	i	0.4	i
49	Cc1ccc(-c2nnn(CC(=O)N3C(C)CCCC3C)n2)cc1 (stereo not drawn)	-1	i	i	i	-20	-3	i	-9	i	0.0	i
50	Cc1cccc(C(=O)NCC(C)NC(=O)c2cccc(C)c2)c1 (stereo not drawn)	15	i	i	i	-7	-4	i	-6	i	-0.7	i
51	CC(=O)OC1c2ccccc2C(=O)N1Cc1ccccc1Cl (stereo not drawn)	-4	i	i	i	7	3	i	-1	i	-0.4	i
52	CCOc1ccc(NC(=O)CN(C)C(=O)c2ccccc2CCc2ccccc2)cc1OCC	13	i	i	i	.	3	i	.	i	-0.3	i
53	Cc1cccc(NC(=O)c2cccnc2Cl)n1	0	i	i	i	-37	0	i	-2	i	-0.4	i
54	COc1cccc(CC(=O)N2CCN(c3ccccc3[N+](=O)[O-])CC2)c1	-26	i	i	i	-13	-8	i	5	i	0.1	i

Given with one line to a screen: part of the list above.
1) O=C(COC(=O)C1CCN(S(=O)(=O)c2ccc3c(c2)OCCO3)CC1)NC1CCS(=O)(=O)C1 (stereo not drawn)
2) O=C(NC(=S)NC1CCS(=O)(=O)C1)c1cccc([N+](=O)[O-])c1 (stereo not drawn)
3) Cc1ccn2c(NCc3ccccc3)c(-c3cccs3)nc2c1
4) CCCn1c2ccccc2c2nnc(SCC(=O)Nc3ncccn3)nc21
5) O=C(c1ccccn1)N1CCCC(N2CCN(c3cccc(C(F)(F)F)c3)CC2)C1 (stereo not drawn)
6) CC(C)(C)c1ccc(OCC(=O)NC2CCS(=O)(=O)C2)cc1 (stereo not drawn)
7) Nc1nnn(CC(=O)N/N=C/c2ccc(Cl)cc2Cl)n1
8) COc1ccc(-c2nn(-c3ccccc3)cc2/C=C/C(=O)OCC(=O)Nc2cccc(C#N)c2)cc1
9) CNC(=O)c1c(NC(=O)c2ccc(N3C(=O)CCC3=O)cc2)sc2c1CCCC2
Compound | 1 | 2 | 3 | 4 | 5 | 6 | 7 | 8 | 9
aSyn 5UTR inh | 12 | -4 | -100 | 25 | -17 | -6 | -16 | 10 | -6
TRPC6 act | i | i | i | i | i | i | i | i | i
TRPC4 inh | i | i | i | i | i | i | i | i | i
TRPC4 PAM | i | i | i | i | i | i | i | i | i
KLF5 inhibitor | . | -28 | -43 | -33 | -19 | 3 | -15 | 1 | -37
SKKanGAS inh | -6 | 7 | 0 | 10 | 7 | 1 | -1 | 6 | 7
TRPC6 inh | i | i | i | i | i | i | i | i | i
IEC-6 cytotox | . | 0 | 6 | 3 | -1 | 0 | -1 | -1 | 6
TRPC4 act | i | i | i | i | i | i | i | i | i
HIF activator | -0.1 | 0.2 | 2.7 | -0.4 | 0.5 | -0.2 | 0.4 | 0.2 | -0.4
MrgX1 antagonist | i | i | i | i | i | i | i | i | i
